Screening data (PubChem)
AddAB inh – growth inhibition of E. coli expressing H. pylori AddAB, primary screen, AddAB inhibitor project, absorbance; AID 435030, 2010; 0.29% of 330,000 active; inhibition, % at 11.9 µM; in the data active = inhibition above about 12%;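 note: 0% = vehicle wells of infected cells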
PfHsp90 yeast 2 – growth inhibition of PfHsp90-expressing yeast, primary screen, antimalarial PfHsp90 inhibitor project, S. cerevisiae, BacTiter-Glo luminescence, single point, set 2 | AID 504621, 2011 | 0.32% of 310,000 active | BacTiter-Glo ATP, 48 h; yeast lacking PDR1 and PDR3 efflux regulators | inhibition, % at 9.4 µM;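 active = every replicate shows inhibition above about 80%, whatever the replicate mean, limit read from the data; inconclusive = mean inhibition reaches the set limit but some replicate falls short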;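 note: 0% = DMSO neutral controls and 100% = 20 µM radicicol positive controls; yeast relying on Plasmodium falciparum Hsp90 in place of its own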
PKA-R1A act – activators of PKA-R1A holoenzyme, primary screen, biochemical, fluorescence polarization, Cy5-IP20, bovine R1A, mouse PKAc; cAMP-dependent protein kinase type I-alpha regulatory subunit (Bos taurus) + …; PKA-R1A dissociation; scaled: DMSO 0%, 113 µM cGMP 100%; activation, % at 11.4 µM; 0.083% of 340,000 active; AID 504707, 2011;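 active = percent activation above the mean of all tested compounds plus 3 SD, cut at about 19% in these data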;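 note: higher means more PKAc released from R1A so a rise in polarization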
SUMO Mot1 rescue – yeast Mot1-301 growth rescue at high temperature, primary screen, SUMOylation pathway inhibitor project, S. cerevisiae, ATP luminescence, 38.5C; S. cerevisiae Mot1-301 growth rescue; percent above DMSO median, 100 means doubled; growth rescue, % at 18.8 µM; 1% of 320,000 active; AID 2716, 2010;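 active = every valid replicate shows activation above 250% relative to neutral control wells; inactive = the rest, any valid replicate at or below 250%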;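 note: OY570 slx delta 5 strain wells were the positive control but not used for scaling; some compounds called inactive have numbers as strong as hits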
phage Ecoli inh – growth loss of phage-infected E. coli, primary screen, RecBCD inhibitor project, absorbance, with phage, HTS; inhibition, % at 11.9 µM; 0.26% of 360,000 active; in the data active = inhibition above about 11%
DSG3 Ab inh – inhibitors of pemphigus antibody binding to DSG3, primary screen, biochemical, bead-based, flow cytometry, scFv-GFP | Desmoglein-3 (Homo sapiens), P32926 | DSG3-coupled beads, scFv-anti-DSG3-GFP binding; stronger effect = lower value | binding (percent of control), % at 10 µM | 0.48% of 310,000 active | AID 588358, 2011;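 active = binding more than 3 SD below its plate's average and above zero; inconclusive = below that plate limit but binding exactly zero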;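 note: hits lower antibody fragment binding to DSG3; some compounds called inactive have numbers as strong as hits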
Target sequence (P32926 whole entry, looked up, the tested form may be a part): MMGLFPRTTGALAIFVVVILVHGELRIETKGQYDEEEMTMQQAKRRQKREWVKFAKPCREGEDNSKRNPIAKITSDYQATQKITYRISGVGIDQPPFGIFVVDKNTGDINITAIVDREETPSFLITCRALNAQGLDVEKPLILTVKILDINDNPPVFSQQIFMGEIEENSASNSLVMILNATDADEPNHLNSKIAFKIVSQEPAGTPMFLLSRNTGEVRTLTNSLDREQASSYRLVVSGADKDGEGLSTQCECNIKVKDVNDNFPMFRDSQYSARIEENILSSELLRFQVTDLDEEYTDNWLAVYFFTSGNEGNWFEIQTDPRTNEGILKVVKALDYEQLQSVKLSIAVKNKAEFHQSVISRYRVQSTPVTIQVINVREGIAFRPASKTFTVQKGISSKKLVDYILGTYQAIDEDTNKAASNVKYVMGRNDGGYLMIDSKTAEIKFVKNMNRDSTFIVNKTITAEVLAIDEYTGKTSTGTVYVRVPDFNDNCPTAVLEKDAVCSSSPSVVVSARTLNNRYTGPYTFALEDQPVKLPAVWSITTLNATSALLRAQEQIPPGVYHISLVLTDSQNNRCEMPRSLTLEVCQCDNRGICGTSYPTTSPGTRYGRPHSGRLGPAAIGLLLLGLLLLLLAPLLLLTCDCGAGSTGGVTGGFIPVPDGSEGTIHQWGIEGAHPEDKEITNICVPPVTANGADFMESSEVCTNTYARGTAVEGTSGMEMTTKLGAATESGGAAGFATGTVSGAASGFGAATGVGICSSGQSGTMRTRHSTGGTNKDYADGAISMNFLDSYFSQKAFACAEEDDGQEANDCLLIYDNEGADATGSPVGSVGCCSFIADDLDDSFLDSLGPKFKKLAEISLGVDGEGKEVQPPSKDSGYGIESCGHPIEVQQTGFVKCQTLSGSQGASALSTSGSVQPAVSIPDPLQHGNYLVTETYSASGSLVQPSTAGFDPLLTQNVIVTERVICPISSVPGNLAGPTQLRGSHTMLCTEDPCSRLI
E coli growth – E. coli V3065 growth inhibition, primary screen, counter-screen for AddAB inhibitor project, absorbance, OD600; inhibition, % at 11.9 µM; 0.27% of 330,000 active; 18 h; AID 449728, 2010;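 active = inhibition above the campaign's mean inhibition across all tested compounds plus 3 SD, cut at about 9.9% in these data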;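 note: uninfected addAB+ strain grown without phage in ampicillin broth; 0% = DMSO wells and 100% = ciprofloxacin 0.95 µg/ml wells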
MOR-DOR ag – agonists of OPRM1-OPRD1 heterodimerization, primary screen, cell-based, luminescence. Mu-type opioid receptor (Homo sapiens) + Delta-type opioid receptor (Homo sapiens), …. cells. activation, % at 9.3 µM. 0.3% of 340,000 active; in the data active = activation above about 18%;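 note: 0% = vehicle-treated cells and 100% = reference agonist; values of inactives mirror those of a sister screen read the other way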
Tat export inh – E. coli Tat export inhibitors, primary screen, MC4100, TorA-mCherry reporter, fluorescence, single point; inhibition, % at 10 µM; 0.036% of 340,000 active;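 active = mean replicate inhibition at least 50% and at least half of replicates individually reaching 50%; inconclusive = only one of the two criteria met; inactive = neither criterion met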;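 note: exported cargo escapes ClpAP degradation while cytoplasmic cargo is degraded and loses fluorescence; 0% = median of neutral control wells and 100% = median of NaSCN control wells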
Arr AP2 block – inhibitors of beta-arrestin/AP2 binding, primary screen, biochemical, GPCR trafficking, flow cytometry | beta-arrestin 1 C-terminal peptide binding to AP2 beta2-adaptin appendage (human) | FITC-arrestin peptide / GST-AP2 beads; AP2 beta2 appendage carries R879A mutation | inhibition, % at 10 µM | 0.31% of 340,000 active;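 active = inhibition above a set limit, near 3 SD of compounds lacking own fluorescence, cut at about 54% in these data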;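 note: plate controls were DMSO wells for no effect and 5 µM unlabelled arrestin peptide for full effect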
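Measured by: flow cytometry, FL1 (488/535 nm); Material: AP2 appendage R879A on GSH beads; Evaluation: percent response; Timing: pre-incubation 12 min, peptide binding 1 h, room temperature; Also added: 50 nM FITC-arrestin peptide; Medium: PBS with 0.05% Tween 20 and 0.1% BSA.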
MOR-DOR inv ag – inverse agonists of MOR-DOR heterodimerization, primary screen, cell-based, luminescence | Mu-type opioid receptor (Homo sapiens) + Delta-type opioid receptor (Homo sapiens), … | 0.21% of 340,000 active | cell-based MOR-DOR heterodimer luminescence, inverse agonism | inhibition, % at 9.3 µM; in the data active = inhibition above about 22%, passing the limit was not always enough;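 note: 0% = cells with DMSO and 100% = wells without cells with DMSO; values of inactives mirror those of a sister screen read the other way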
An asterisk follows results filed as active; ? = inconclusive; nt = not tested or not shown. An unsorted share of the library; 2.8% or so of the library scored in one or more.

molecule	AddAB inh	PfHsp90 yeast 2	PKA-R1A act	SUMO Mot1 rescue	phage Ecoli inh	DSG3 Ab inh	E coli growth	MOR-DOR ag	Tat export inh	Arr AP2 block	MOR-DOR inv ag
CO/N=C(\N)c1ccc([N+](=O)[O-])cc1	1.3	-16	-5	-18	3.2	105	-1.3	0.7	5	2	-5
N#C/C(=C\C=C\c1ccccc1)c1nc(-c2ccc(Cl)cc2)cs1	1.1	-2	-14	7	1.7	85	0.2	-1.1	-5	28	6
CC(/C=C/c1ccc2c(c1)OCO2)=N/NC(=O)c1ccncc1	-1.1	-11	6	6	1.6	104	-2.8	-1.8	1	7	9
COc1cc(C(=O)NCc2nnc(SCC(=O)Nc3nc4ccccc4s3)o2)cc(OC)c1OC	1.9	-19	-12	125	1.1	106	-3.6	-1.5	4	6	8
COc1ccccc1/C=C/CN1CCNC(=O)C1CC(=O)NCCc1cnccn1 (stereo not drawn)	-0.6	11	5	-7	-0.4	108	0.3	-1.5	-2	-12	6
COc1ccc2ccccc2c1/C=N/NC(=O)CC1(C)OCCCO1	1.2	-10	-16	-1	4.4	104	0.0	0.3	2	18	-1
CC(C)(CNCc1ccccc1)NS(=O)(=O)c1ccc(Cl)cc1	2.2	-16	0	-9	4.1	102	2.1	8.2	-1	1	-32
C/C=C(\C)C(=O)Nc1cccc(C2=NOC3(C2)C[C@H](C(N)=O)N(C(=O)C(c2ccccc2)c2ccccc2)C3)c1 (stereo partly drawn)	-0.8	17	5	0	-2.0	103	-2.6	-1.6	-25	1	9
CCOC(=O)c1sc2ncnc(NCc3ccco3)c2c1C	3.0	-2	-6	57	-0.4	nt	-3.3	-0.4	2	-3	2
N#Cc1ccc(CN2CCN(C(=O)CC(NC(=O)c3ccccc3)c3ccccc3)CC2)cc1 (stereo not drawn)	-2.0	13	3	5	1.7	92	0.1	-0.3	2	-8	2
Cc1ccc(CNC(=O)[C@@H](NC(=O)C2CCN(C(=O)[C@@H](N)CC(C)C)CC2)C(C)C)cc1	3.9	15	-10	1	1.7	102	2.0	-0.6	-3	5	3
CCN1C(=O)C(C(=O)NC(C)c2ccccc2)C2CC1(C)Oc1ccccc12 (stereo not drawn)	2.5	13	-13	-14	2.1	102	2.0	-2.2	-10	23	11
COc1ccc(NS(=O)(=O)c2ccc3nc(COc4ccc(Cl)c(C)c4)[nH]c3c2)cc1	1.1	12	-2	-2	2.0	101	-3.0	4.1	10	46	-23
O=C(O)c1ccc(-n2c(-c3cc(C4CC4)[nH]n3)n[nH]c2=S)cc1	-3.1	2	2	-5	0.8	93	-0.3	-2.1	1	30	11
Cc1ccccc1N(C(=O)CS(=O)CC(=O)Nc1ccc(F)cc1)C(C)C(=O)NC(C)(C)C (stereo not drawn)	2.8	4	-6	122	1.1	nt	-1.1	-1.7	-4	15	10
O=C(CSc1ncccn1)N1CCCCCC1	0.2	-21	7	8	3.0	106	-0.5	-0.1	-7	-9	0
O=C1c2ccccc2S(=O)(=O)N1CC1CC(c2ccc(Cl)cc2)=NO1 (stereo not drawn)	3.4	26	-1	308	3.5	107	1.1	-3.6	-3	2	19
CCCc1c(CC)c(=N)c2ccccc2n1C	2.8	nt	1	-25	nt	100	-1.2	-1.9	1	18	11
CCCCCn1c(SC(C)C(C)=O)nc2c1c(=O)[nH]c(=O)n2C (stereo not drawn)	-0.1	2	3	-5	2.4	103	0.3	-0.2	-3	3	2
Cc1cccc(N2CC(C(=O)Nc3ccc(S(=O)(=O)N4CCOCC4)cc3)CC2=O)c1C (stereo not drawn)	2.5	6	2	2	-1.5	106	1.8	-3.1	1	17	16

2 successive records out of the list so far, quoted:
molecule	AddAB inh	PfHsp90 yeast 2	PKA-R1A act	SUMO Mot1 rescue	phage Ecoli inh	DSG3 Ab inh	E coli growth	MOR-DOR ag	Tat export inh	Arr AP2 block	MOR-DOR inv ag
COc1ccc(NS(=O)(=O)c2ccc3nc(COc4ccc(Cl)c(C)c4)[nH]c3c2)cc1	1.1	12	-2	-2	2.0	101	-3.0	4.1	10	46	-23
O=C(O)c1ccc(-n2c(-c3cc(C4CC4)[nH]n3)n[nH]c2=S)cc1	-3.1	2	2	-5	0.8	93	-0.3	-2.1	1	30	11

Next section:
molecule	AddAB inh	PfHsp90 yeast 2	PKA-R1A act	SUMO Mot1 rescue	phage Ecoli inh	DSG3 Ab inh	E coli growth	MOR-DOR ag	Tat export inh	Arr AP2 block	MOR-DOR inv ag
CC(=O)c1ccc(NC(=S)Nc2ccc(Br)c(Cl)c2)cc1	0.8	26	-2	-4	8.5	99	1.4	1.4	-13	3	-8
CCn1cc(C(=O)OCC(=O)N(C)C2CCS(=O)(=O)C2)c(=O)c2ccc(C)nc21 (stereo not drawn)	0.5	-12	9	138	2.8	94	-0.8	-2.1	-6	-55	10
Cc1ccc(C)c(S(=O)(=O)NCCCN2CCOCC2)c1	3.1	17	1	1	2.4	100	1.9	-1.6	-6	-5	8
O=C(N=C1SC2CS(=O)(=O)CC2N1c1ccc(Cl)cc1Cl)C1CC1 (stereo not drawn)	2.0	11	-7	-6	0.1	nt	0.9	-3.2	-7	0	16
COc1ccc(-c2nn(-c3ccccc3)cc2C2CC(c3cccs3)=NN2C(=O)CCC(=O)O)cc1 (stereo not drawn)	1.8	-17	3	-11	1.7	97	2.7	-0.4	2	3	2
O=C(NCC(c1ccc(F)cc1)N1CCOCC1)c1ccc(Br)o1 (stereo not drawn)	-1.1	2	10	38	0.6	103	1.7	-0.1	6	-1	0
Cc1ccc(NC(=O)C2=NNC(=O)CC2)cc1F	1.1	-2	-3	-14	-1.5	110	-0.4	-1.6	-10	28	8
Fc1cccc(F)c1-c1nc2c(s1)CCc1onc(-c3ccc(Br)cc3)c1-2	2.4	-10	-1	10	3.0	108	-0.5	4.7	-5	13	-28
CCOC(=O)C1=C(C)NC(=O)NC1/C=C/c1ccccc1OC (stereo not drawn)	-0.4	17	-14	0	2.8	93	-1.7	-0.3	1	7	2
O=C(Cc1ccc(Cl)cc1)Nc1cccc(S(=O)(=O)N2CCCCC2)c1	0.9	-1	8	0	-0.5	119	-2.3	5.5	0	26	-23
O=C(NCc1ccc(F)cc1)C1CCCN(C(=O)Nc2ccc(F)cc2)C1 (stereo not drawn)	2.9	-20	2	58	2.2	105	-1.3	-1.0	-9	7	5
CCN1CCN(C(=O)C(NS(=O)(=O)c2ccc3nc(C)sc3c2)C(C)C)CC1 (stereo not drawn)	1.7	-8	8	0	3.2	103	-2.0	-5.0	?	-3	26
Cc1ccc(S(=O)(=O)N2CCN(C(=O)CCc3nc4ccccc4c(=O)[nH]3)CC2)c(C)c1	-0.2	-1	-3	-1	2.3	98	0.1	-0.9	7	0	6
CCCCN=C1N/C(=C\c2ccco2)C(=O)N1c1ccccc1	-1.1	10	3	-21	3.8	104	-0.7	-1.5	-3	10	8
COc1cccc(Cn2c(N)c(C#N)c3nc4ccccc4nc32)c1OC	1.3	-23	16	-4	2.8	100	0.7	-1.3	2	4	7
NS(=O)(=O)OCC1CCCCC1	-0.5	4	5	7	1.8	105	3.5	-2.9	2	10	16
CN(CCO)C(=O)c1ccc(-c2nn(C)c(=O)c3ccccc23)cc1	0.9	5	0	6	1.4	nt	2.5	-1.0	4	34	5
COc1ccc(S(=O)(=O)N2CC=C(C(=O)NC3CCCC3)CC2)cc1	2.4	31	-5	3	-1.3	98	0.2	-0.4	-5	7	2
CCc1nc2c(s1)CCc1onc(-c3ccc(Cl)cc3)c1-2	1.4	-4	-11	-3	1.2	103	0.1	1.8	13	6	-10
O=c1cc(-c2ccccc2)oc2ccc(O)cc12	2.0	-3	-3	-1	1.2	97	-1.1	-1.0	-2	37	5
O=C(COC(=O)c1cccc(S(=O)(=O)NCc2ccccc2)c1)Nc1ccccc1OC(F)F	-1.8	14	-5	-9	3.0	97	-2.9	0.2	0	-6	-1
C=CCOn1c(-n2nc(C)cc2C)nc2ccccc2c1=O	0.2	-1	-2	2	-0.2	97	-1.2	-2.5	-4	-9	11
CC(C)COc1ccc(C(=O)Nc2scc(-c3ccc(Cl)cc3Cl)c2C(N)=O)cc1	3.7	8	-14	82	3.6	98	0.3	-2.2	6	2	11
Cc1ccc(NC(=O)COC(=O)CSC(=S)N2CCOCC2)cc1	-2.9	-17	-12	nt	2.3	104	-0.1	-2.6	-9	-2	13
O=C(COC(=O)C(Cc1ccccc1)NC(=O)c1ccc(Cl)cc1)c1ccc(Cl)cc1 (stereo not drawn)	1.2	-25	3	-15	5.3	106	3.3	0.6	0	nt	-4
Cc1ccsc1C(=O)OCC(=O)N(Cc1ccccc1)C(C)C	-1.8	12	-7	2	4.0	128	-2.5	-3.3	-1	2	17
CCc1nnc(NC(=O)c2ccc(S(=O)(=O)N(CCOC)CCOC)cc2)o1	-0.1	-4	9	2	2.2	92	-1.2	-3.2	18	-2	18
O=C(CSc1nc2ccccc2[nH]1)Nc1nc(-c2ccc(Br)cc2)cs1	4.6	18	-11	-3	2.1	100	1.6	2.2	17	-2	-11
COc1ccc(CCNc2oc(COc3ccccc3)nc2C#N)cc1	3.7	18	-14	10	3.4	100	-1.4	2.3	8	-2	-12
COc1cc(OC)cc(C(=O)N(Cc2cc3cc(C)ccc3[nH]c2=O)C(C)C)c1	3.9	-10	-6	-1	2.8	97	0.1	-1.4	-3	-5	8
COc1ccc(OC)c(CNC(=O)C2CCCN(c3ncnc4c3nc3n4CCCCC3)C2)c1 (stereo not drawn)	-1.4	-113	-10	-14	-1.7	98	-2.3	-1.3	6	-2	7
Cc1ccc(N=Nc2c(N)n(-c3ccccc3)[nH]c2=O)cc1	2.2	-2	-6	4	2.1	-0.7*	2.8	1.1	-1	1	-6
O=C(Nc1nc2ccc([N+](=O)[O-])cc2s1)C1CCCO1 (stereo not drawn)	0.5	1	6	6	2.6	83	-1.4	-5.2	-4	23	26
COc1ccc(CN=C(Nc2ccccc2)SC2CC(=O)N(C)C2=O)cc1 (stereo not drawn)	3.3	19	4	7	0.2	106	1.7	3.0	-9	15	-16
C/C(=N\NC(=O)CC#N)c1cc2ccc(O)cc2oc1=O	6.5	4	-3	13	3.8	nt	-0.3	-0.7	3	7	3
